# mcGAS RapidFire – blocks mouse cGAS cGAMP production; Q8C6L5; recombinant mouse cGAS, cGAMP by RapidFire MS; inhibition, % at 12.5 µM; 130,000 compounds, 0.18% hits;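 active = inhibition of cGAS enzyme activity at or above 60%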;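 also: enzyme stimulated by 45 bp dsDNA with ATP and GTP substrates; cGAMP share of summed cGAMP plus half ATP and half GTP signals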
# Target sequence (Q8C6L5 whole entry, looked up): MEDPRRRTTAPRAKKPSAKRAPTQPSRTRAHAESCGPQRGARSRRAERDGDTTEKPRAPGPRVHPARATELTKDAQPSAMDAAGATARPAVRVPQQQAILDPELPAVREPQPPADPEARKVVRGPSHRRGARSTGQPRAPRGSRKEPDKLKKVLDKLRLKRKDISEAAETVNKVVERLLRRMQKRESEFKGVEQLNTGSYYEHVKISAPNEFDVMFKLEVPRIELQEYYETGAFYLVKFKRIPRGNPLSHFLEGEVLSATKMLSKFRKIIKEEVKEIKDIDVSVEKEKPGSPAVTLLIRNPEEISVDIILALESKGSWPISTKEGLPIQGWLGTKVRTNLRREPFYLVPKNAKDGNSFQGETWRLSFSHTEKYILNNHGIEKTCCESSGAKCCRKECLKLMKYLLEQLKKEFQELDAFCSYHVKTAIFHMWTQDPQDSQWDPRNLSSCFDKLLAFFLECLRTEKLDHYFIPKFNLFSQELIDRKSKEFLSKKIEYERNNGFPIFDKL
# The depositor's hits bear a star; & = joins results of further samples. This is a subset; count on the stated rates, not on these rows.
Compound	mcGAS RapidFire
Cc1nc2ccc(C(=O)N(Cc3noc(C)n3)C(C)C)cc2[nH]1	-12
Cc1cccc(-c2ccc(NC(=O)C3CCN(C(=O)c4nonc4C)CC3)cc2)c1	-2
CC(=O)N1CCCN(C(=O)c2cc(C(N)=O)cs2)CC1	-53
N#CC(=Cc1c(F)cccc1Cl)c1nc2ccccc2o1	0
Cc1ccccc1N=c1sc(C2=c3cc(Br)ccc3=NC2=O)c(O)n1-c1ccccc1C	-6
COc1ccc(OC)c(/C=C2/SC(=S)N(c3ccccc3OC)C2=O)c1	-8
COCCCNC(=O)CCCCn1c(=S)[nH]c2c(sc3ccccc32)c1=O	-4
c1csc(-c2nc(SCCN3CCCCC3)[nH]c2-c2cccs2)c1	2
Cc1c(F)cccc1NC(=O)CN1CCC(Cc2noc(C3CC3)n2)CC1	-24
O=C(c1cn[nH]c1-c1ccc(F)cc1)N1CCC(C(=O)N2CCCCCC2)CC1	-29
CN1CCN2CCN(Cc3ccc4[nH]ccc4c3)CC2C1 (stereo not drawn)	-13
Cc1ccc(C(=O)Nc2ccc(NC(=O)C(C)C)cc2)o1	-12
O=C(COc1ccc(-c2nnco2)cc1)N(C1=CCCCC1)C1CC1	-4
CN(C)S(=O)(=O)Nc1ccc2c(c1)c1c(n2S(=O)(=O)N(C)C)CC(C)(C)CC1=O	-36
O=S(=O)(c1ccc(S(=O)(=O)N2CC=C(c3ccccc3)CC2)cc1)C(F)F	-1
CC(CCc1ccccc1)NC(=O)c1ccc(CN2CCn3cccc3C2c2ccoc2)o1 (stereo not drawn)	-2
CCCCCCn1c(CN2CCOCC2)nc2c1c(=O)[nH]c(=O)n2C	-12
Cc1cc(=O)n2c(n1)SCC2CC(=O)NCC1CCCO1 (stereo not drawn)	-12
COc1ccc(OCC2CN(C(=O)COc3ccc(C)cc3)CCO2)cc1 (stereo not drawn)	-4
CC(=O)C1CN(C)CCC1(C)O (stereo not drawn)	-13
COc1ccc(N2CC(C)Cn3c2nc2c3c(=O)n(CC(C)=O)c(=O)n2C)cc1 (stereo not drawn)	6
COc1cccc(C(CC(=O)O)c2c[nH]c3ccccc23)c1OC (stereo not drawn)	-2
CCOC(=O)C1(CCCc2ccccc2)CCN(C(=O)c2cnc(C)cn2)CC1	-11
CCOC(=O)c1nn(-c2ccc(C)cc2)c(=O)cc1N1CCN(c2ccccc2Cl)CC1	-12
O=C1C=CC(=O)C2C3c4ccccc4C(c4ccccc43)C12 (stereo not drawn)	-5
CC(C)(C)n1ncc2c(=O)n(NC(=O)CC(c3ccccc3)c3ccccc3)cnc21	-4
C[C@@H]1CC[C@@]2(OC1)OC1CC3C4CC=C5C[C@@H](O)CC[C@]5(C)C4CC[C@]3(C)C1[C@@H]2C (stereo partly drawn)	-12
COc1ccc(CCN2CC(C(=O)NC3c4ccccc4-c4ccccc43)CCC2=O)cc1 (stereo not drawn)	7
CC(C)c1ncc(Cl)c(C(=O)N2CCN(C)CC2C)n1 (stereo not drawn)	0
CC=CCn1c(=O)c2c(nc3n2CC(C)=NN3Cc2ccccc2F)n(C)c1=O	1

# 5 records drawn at random from those above:
Compound	mcGAS RapidFire
CN(C)S(=O)(=O)Nc1ccc2c(c1)c1c(n2S(=O)(=O)N(C)C)CC(C)(C)CC1=O	-36
CCCCCCn1c(CN2CCOCC2)nc2c1c(=O)[nH]c(=O)n2C	-12
COc1ccc(OC)c(/C=C2/SC(=S)N(c3ccccc3OC)C2=O)c1	-8
C[C@@H]1CC[C@@]2(OC1)OC1CC3C4CC=C5C[C@@H](O)CC[C@]5(C)C4CC[C@]3(C)C1[C@@H]2C (stereo partly drawn)	-12
Cc1c(F)cccc1NC(=O)CN1CCC(Cc2noc(C3CC3)n2)CC1	-24

# Next section:
Compound	mcGAS RapidFire
Cn1cc(-c2noc(-c3ccc4c(=O)n(C)c(=S)[nH]c4c3)n2)cn1	-9
O=C(c1ccc(Oc2ccccc2)cc1)C1CCCN(CCn2cncn2)C1 (stereo not drawn)	-26
COc1ccc(-c2cc(N3CCc4ccccc43)ncn2)cc1	-1
O=C1c2ccccc2C(=O)c2c1oc1c3c(ccc21)OCN(C1CCCC1)C3	14
CCN(CC)c1nc(C)nc2c1sc1nc3c(cc12)COC(C)(C)C3	-29
C=C1C(C(=O)N2CCOCC2)C1C(=O)N1CCOCC1 (stereo not drawn)	1
O=C(Cn1c(-c2ccc(Cl)cc2)n[nH]c1=S)Nc1nnc(C2CC2)s1	10
COC(=O)C1=C(C(=O)OC)C(C(=O)OC)N2C(=C1C(=O)OC)c1sccc1-c1cscc12 (stereo not drawn)	-6
Cc1nc2ccccn2c1C(=O)OCc1cc(-c2ccco2)on1	-2
O=C(CCn1cnc2ccccc2c1=O)NCC1(N2CCOCC2)CCCCC1	-4

# Three entries from above, set out differently:
Cc1cc(=O)n2c(n1)SCC2CC(=O)NCC1CCCO1 (stereo not drawn)
- mcGAS RapidFire: -12

COc1ccc(OCC2CN(C(=O)COc3ccc(C)cc3)CCO2)cc1 (stereo not drawn)
- mcGAS RapidFire: -4

CC(=O)C1CN(C)CCC1(C)O (stereo not drawn)
- mcGAS RapidFire: -13

# Additional records follow.
Compound	mcGAS RapidFire
CCn1cc(S(=O)(=O)Nc2cccc(Oc3ccncc3)c2)cn1	-60
CC[C@@]1(C(=O)O)C[C@H](C(=O)NCC(F)F)[C@H](c2ccc(OC)cc2)N1C	-6
Fc1ccc(C=Cc2ccc3ccccc3n2)cc1	6
O=C(CCc1ccccc1Br)NCC1CCCC(O)C1 (stereo not drawn)	-17
COc1ccc(CCN2CC(NC(=O)Cc3cccnc3)CC2=O)cc1 (stereo not drawn)	3
Cc1ccc(C(=O)NC2CC2)cc1NC(=O)N1C2CCC1CC(O)C2 (stereo not drawn)	-2
CN(CCc1ccccn1)c1ncccc1CNC(=O)c1ccc2occc2c1	-28
CC1(C)CC[C@]2(C(=O)O)CC[C@]3(C)C(=CCC4[C@@]5(C)CC[C@H](O)[C@@](C)(CO)C5CC[C@]43C)C2C1 (stereo partly drawn)	-3
CN(CC(=O)NC(C)(C)C)Cc1nc(-c2cc3ccccc3o2)cs1	0
CN(C)c1ccc(CC(=O)N2CCCC(N(C)C)CC2)cc1 (stereo not drawn)	-8
CC(C)(C)c1ccc(/C=C/C(=O)n2cccn2)cc1	-1
CNS(=O)(=O)Cc1ccc(CNC(=O)c2ccc(OC)cc2OC)cc1	-7
COc1ccc(-c2ccncc2)cc1CNC1CCCC1	-10
CN(C)c1nc(=O)[nH]c2nccnc12	-15
O=C(Cn1cnc2c(nnn2Cc2ccc(Cl)cc2)c1=O)N1CCCCC1	7
O=C(CN1CCN(C(=O)CN2CCOCC2)CC1)Nc1ccccc1F	-9
Cc1ccc(NC(=O)Cc2ccccc2)c(Br)c1	-2
CCOC(=O)c1c(NC(=O)CCC2CCCC2)sc2c1CCC2	-15
NC(=O)C1CCCCN1CC(=O)Nc1ccc(Cl)cc1 (stereo not drawn)	-1
CCOc1ccc(CN(Cc2ccco2)Cc2nc(C(=O)O)co2)cc1	2
COc1ccc(-c2c(-c3ccc(O)cc3O)n[nH]c2C)cc1	-11
S=c1[nH]c2ccccc2n1-c1cc(-c2cccs2)nn1-c1ccccc1	9
CC(C)(C)c1ccc(-n2ncc3c2CCCC3NC(=O)CCn2cnnn2)cc1 (stereo not drawn)	-7
Oc1ccccc1-c1nc2ccc(Br)cn2c1NCc1ccccc1	-4
CCCc1cc(C(=O)N2CCCC2Cc2ccccc2)n[nH]1 (stereo not drawn)	-10
CC1=NN(c2ccc(C(=O)NCCc3c(F)cccc3F)cc2)CC1	-19
Cc1[nH]c(=S)sc1CC(=O)Nc1cccc(OCc2ccc(F)cc2)c1	-10
Cc1ccc(NC(=O)NC2(CCO)CCC2)cc1	-5
CC(C)CN(C/C=C/c1ccco1)Cc1ccccn1	-2
CCc1[nH]nc2c1C(c1ccc(F)cc1Cl)CC(=O)N2 (stereo not drawn)	-20

# Following part
structure	mcGAS RapidFire
Cc1nn(C(C)C)c(C)c1CN(C)C(=O)CCc1cn2ccccc2n1	-30
Cc1cccc(COCC2CN(C(=O)c3cccc(OC(F)F)c3)CCO2)c1 (stereo not drawn)	-2
CCN(Cc1ccc2c(c1)OCO2)C(=O)c1csc(-c2ccco2)n1	-15
Cc1nc(N2CCCCCCC2)ncc1C(C)NC(=O)C1CCC1 (stereo not drawn)	-4
COc1cccc(C(NS(N)(=O)=O)c2ccccc2Cl)c1 (stereo not drawn)	-2
CCCc1cc(C(=O)NC2CCN(c3cnn(C)c3)C2)sc1C (stereo not drawn)	-6
Cc1ccccc1Oc1cc(-c2ccccc2)nc(SCc2ccccc2)n1	2
Cc1cccc(N2CCn3c2nc2c3c(=O)n(CCCO)c(=O)n2C)c1	2
O=C(NC1CCCCC1N1C(=O)CSC1=O)c1ccc2nsnc2c1 (stereo not drawn)	-2
CC(=O)N1N=C(c2ccccc2NS(C)(=O)=O)CC1c1cccc2cccnc12 (stereo not drawn)	-7
O=C1CC2(CCN(C(=O)CCc3ccc(-c4ccc(Cl)cc4)[nH]3)CC2)CN1	-1
CCn1nnnc1-c1cccc(NC(=O)N2CC(C)OC(C)C2)c1 (stereo not drawn)	-12
COc1ccc(CN(C)Cc2nnc(C(C)C)o2)cc1OC(F)F	81*
Cc1ccn2c(=O)c(NC(=O)c3ccccc3Cl)c(C)nc2c1	-20
O=C(Nc1ccc(-c2ccn[nH]2)cc1)C1CCCN(Cc2cnn(-c3ccccc3)c2)C1 (stereo not drawn)	-3
CC(C)Oc1ccc(CN2CCC2(C)C(=O)Nc2ccc3c(c2)OCO3)cc1 (stereo not drawn)	-6
Cc1ccc(OCC(=O)Nc2ccnc(C(=O)N(C)C)c2)cc1C	13
CNC(=O)NC(=O)COc1ccc(-c2ccccc2)cc1Cl	-11
CCOc1ccccc1N1CCN(C(=O)c2ccccc2N2CCC(NC(=O)c3ccc(OC)cc3)CC2)CC1	-8
CNS(=O)(=O)c1ccc([C@@H]2C[C@H](NC(C)=O)C[C@H](CC(C)C)O2)cc1	-7
Cc1nccc(N2CCC(N3CCCC(C(=O)NC4CC4)C3)CC2)n1 (stereo not drawn)	-3
CCN(Cc1ccc2c(c1)OC(F)(F)O2)C1CCS(=O)(=O)C1 (stereo not drawn)	-9
OCCCc1nc2n(n1)C(c1ccccc1)CC(c1ccccc1)=N2 (stereo not drawn)	-9
C=CCn1nc(C(=O)O)c2c1CCC(N(C)Cc1sccc1C)C2 (stereo not drawn)	10
CC(C)CC(=O)Nn1cnc2c(cnn2-c2cccc(Cl)c2)c1=O	-5
O=C(CN1CCN(Cc2cc3c(cc2Br)OCCO3)CC1)NC1CC1	1
Cc1ccc(NC2CCCN(C(=O)c3cnc4ccccn4c3=O)C2)cc1C (stereo not drawn)	-12
CC(Sc1n[nH]c(=O)[nH]c1=O)C(=O)O (stereo not drawn)	-5
Oc1c(C(c2cccnc2)N2CCOCC2)ccc2cccnc12 (stereo not drawn)	8
Cc1[nH]nc2c1C(c1c(F)c(F)c(F)c(F)c1F)C(C#N)C(=N)O2 (stereo not drawn)	-21
O=C(COc1ccc(Cl)cc1)NNC(=O)c1ccccc1C(=O)O	0
CC12C(=O)N(c3cccc([N+](=O)[O-])c3)C(=O)C1C(c1ccccc1)N1CCCN12 (stereo not drawn)	-3
c1csc(-c2nnc(SCc3cn4ccccc4n3)n2C2CC2)c1	-2
COc1ccc(Br)cc1CN(C)C(=O)/C=C/c1ccc(C#N)cc1	-2
CC1(C)CN(C(=O)NCc2cccc(Cn3cncn3)c2)CCS1	-10
CC(C)c1ccccc1S(=O)(=O)c1cc(N)c2ncccc2c1[N+](=O)[O-]	-7
Cc1ccc(Nc2nc(-c3c(N)n(C)c(=O)n(C)c3=O)c(C)s2)cc1	-4
O=C1Nc2c(Br)cc(F)cc2C1=NN1CCOCC1	-3
Cc1cccc(NC(=O)Cc2ccc(Cl)cc2Cl)c1C#N	-10
Cn1ccc(C(=O)NC(c2ccccc2)c2ccc(F)cc2)cc1=O (stereo not drawn)	-9
CCc1ccc(CN(Cc2cccnc2)Cc2ccsc2)nc1	-17
c1ccc2c(c1)Nc1nc3ccccc3nc1S2	-26
Cc1ccsc1[C@@H]1CCN(C(=O)CC2=CCCCC2)C[C@H]1O	-26
CCCCNc1cc(C(=O)O)cc(S(N)(=O)=O)c1Oc1ccccc1	1&40
COc1cccc(-c2noc(C(C)NC(=O)N(C)C3CC3)n2)c1 (stereo not drawn)	13
O=C(NCc1ccco1)c1ccc2nc3ccsc3c(=O)n2c1	-3
C=C(C)[C@@H]1CC[C@]2(CO)CC[C@]3(C)[C@H](CC[C@@H]4[C@@]5(C)CC[C@H](O)C(C)(C)[C@@H]5CC[C@]43C)[C@@H]12	3
CCc1nnc(N2C(=O)c3ccc(C(=O)c4ccc(C(=O)O)cc4)cc3C2=O)s1	10
Cn1cnnc1C1CCN(C(=O)c2ccccc2C2CCNC2)CC1 (stereo not drawn)	-14
CC1=CC(=NNc2ccnc3cc(Cl)ccc23)CC1	-9
O=S1(=O)CCCN1CCCc1ccc(Cl)cc1	-5
Cc1ccc(NC2(C(=O)N3CCNC(=O)C3CCO)CCCC2)cc1 (stereo not drawn)	-14
O=C(N=Nc1c(O)[nH]c2ccccc12)c1cc(-c2ccc3ccccc3c2)n[nH]1	-4
Cn1ccc(CN2CCC(C(O)c3ccccc3)CC2)cc1=O (stereo not drawn)	-12
O=C(CN1CCN(c2nccc(Nc3ccc4ncsc4c3)n2)CC1)Nc1ccc2c(c1)CCC2	-3
Cc1nnc(SCC(=O)N2CCCC(C(=O)c3ccc4c(c3)OCO4)C2)o1 (stereo not drawn)	6
CCNC(=O)c1cc2sccc2n1CCOc1ccccc1	-2
O=C(CCN1CCCCO1)NCC1(N2CCOCC2)CCCCC1	-25
CCS(=O)(=O)c1ccc(-c2ccc(C(N)=O)cc2)s1	-26

# Sorted by heavy-atom count (smallest number first): six of the compounds above.
structure	mcGAS RapidFire
c1ccc2c(c1)Nc1nc3ccccc3nc1S2	-26
CCNC(=O)c1cc2sccc2n1CCOc1ccccc1	-2
Cn1ccc(CN2CCC(C(O)c3ccccc3)CC2)cc1=O (stereo not drawn)	-12
c1csc(-c2nnc(SCc3cn4ccccc4n3)n2C2CC2)c1	-2
Cc1ccc(Nc2nc(-c3c(N)n(C)c(=O)n(C)c3=O)c(C)s2)cc1	-4
C=C(C)[C@@H]1CC[C@]2(CO)CC[C@]3(C)[C@H](CC[C@@H]4[C@@]5(C)CC[C@H](O)C(C)(C)[C@@H]5CC[C@]43C)[C@@H]12	3
